# Screening data deposited in PubChem BioAssay by The Scripps Research Institute Molecular Screening Center.
# OX1R antag-1: blocks the human orexin 1 receptor | O43613 | 330,000 tested, 0.43% active | inhibition, % at 5 µM | CHO/OX1R cells, Fluo-8 calcium fluorescence, orexin A | AID 434989;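 active means inhibition above its plate's threshold, mean inhibition of all tested compounds on the plate plus 3 SD, cut at about 37% in these data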;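 further: 0% = orexin A challenge wells and 100% = SB-334867-A antagonist wells; not every result past the cut was called active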
# Target sequence (O43613 whole entry, looked up): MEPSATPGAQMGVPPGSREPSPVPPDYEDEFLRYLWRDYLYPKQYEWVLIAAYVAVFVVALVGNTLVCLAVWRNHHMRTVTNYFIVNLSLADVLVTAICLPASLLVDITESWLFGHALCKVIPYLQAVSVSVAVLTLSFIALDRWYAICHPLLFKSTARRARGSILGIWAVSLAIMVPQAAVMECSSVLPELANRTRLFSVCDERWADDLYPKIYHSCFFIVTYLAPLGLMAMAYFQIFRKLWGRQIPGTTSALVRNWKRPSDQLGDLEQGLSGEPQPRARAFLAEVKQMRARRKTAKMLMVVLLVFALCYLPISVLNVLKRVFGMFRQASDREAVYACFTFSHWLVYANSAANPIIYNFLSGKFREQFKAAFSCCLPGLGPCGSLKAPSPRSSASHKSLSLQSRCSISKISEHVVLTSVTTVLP
# OX1R antag-2: OX1R (human) antagonism; inhibition, % at 6.6 µM; AID 485270; O43613; 330,000 tested, 1.8% active; OX1R-expressing cells, FRET antagonist read-out; in the data active means inhibition mostly above about 38%, no sharp cut-off; inactive means mostly below about 40%;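 further: 0% = agonist challenge alone and 100% = reference antagonist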
# The depositor's hits bear a star.
# The opening 15 compounds (preview)
# Value order – OX1R antag-1	OX1R antag-2
O=C(Nc1cccc2cccnc12)c1ccccc1Br
  -19	8
S=C(/N=c1/sccn1Cc1ccccc1)NC1CC1
  20	23
Nc1nc(SCC(=O)NC2CCCCC2)n[nH]1
  -16	6
COc1ccc(CC(=O)Nc2ccccc2-c2ccccc2)cc1OC
  -11	3
CCn1cc(C(=O)O)c(=O)c2cc(OC)ccc21
  -13	11
Cn1nnc2cc(C(=O)NCc3ccco3)ccc21
  -8	27
Cc1onc(-c2c(Cl)cccc2Cl)c1C(=O)N1CCc2ccccc2C1
  8	44
O=C(COC(=O)c1cncc(Br)c1)NCc1cccs1
  -7	6
CCOC(=O)Cn1cnc2scc(-c3ccc(C)c(C)c3)c2c1=O
  -20	10
S=c1[nH]nc(-c2ccccc2)n1/N=C/C=C/c1ccco1
  -15	35
O=C(CCc1ccncc1)N1CCCC(Nc2ccc(F)c(F)c2)C1 (configuration not stated)
  -26	4
COc1ccc(S(=O)(=O)N2CCOCC2)cc1NC(=O)CSc1nc(C)c(C)c(C)n1
  -16	16
COCCOc1ccc(C(F)(F)F)cc1N
  4	6
O=C(CCSc1ccc(Cl)cc1)NC1CCCCC1
  -7	7
CN(CC(=O)Nc1cccc(F)c1)CC(=O)N(C)c1c(N)n(Cc2ccccc2)c(=O)[nH]c1=O
  -5	7

# All compounds of this part, previewed entries included:
# Value order – OX1R antag-1	OX1R antag-2
O=C(Nc1cccc2cccnc12)c1ccccc1Br
  -19	8
S=C(/N=c1/sccn1Cc1ccccc1)NC1CC1
  20	23
Nc1nc(SCC(=O)NC2CCCCC2)n[nH]1
  -16	6
COc1ccc(CC(=O)Nc2ccccc2-c2ccccc2)cc1OC
  -11	3
CCn1cc(C(=O)O)c(=O)c2cc(OC)ccc21
  -13	11
Cn1nnc2cc(C(=O)NCc3ccco3)ccc21
  -8	27
Cc1onc(-c2c(Cl)cccc2Cl)c1C(=O)N1CCc2ccccc2C1
  8	44
O=C(COC(=O)c1cncc(Br)c1)NCc1cccs1
  -7	6
CCOC(=O)Cn1cnc2scc(-c3ccc(C)c(C)c3)c2c1=O
  -20	10
S=c1[nH]nc(-c2ccccc2)n1/N=C/C=C/c1ccco1
  -15	35
O=C(CCc1ccncc1)N1CCCC(Nc2ccc(F)c(F)c2)C1 (configuration not stated)
  -26	4
COc1ccc(S(=O)(=O)N2CCOCC2)cc1NC(=O)CSc1nc(C)c(C)c(C)n1
  -16	16
COCCOc1ccc(C(F)(F)F)cc1N
  4	6
O=C(CCSc1ccc(Cl)cc1)NC1CCCCC1
  -7	7
CN(CC(=O)Nc1cccc(F)c1)CC(=O)N(C)c1c(N)n(Cc2ccccc2)c(=O)[nH]c1=O
  -5	7
COCN(C#N)c1nc(OC)nc(OC)n1
  4	16
Cc1nonc1NC(=O)CSc1nc2ccccc2o1
  -16	12
O=C(Nc1ccc(Cl)cc1)[C@@H]1[C@@H]2C(=O)N(c3cccc(F)c3)C(=O)[C@@H]2[C@H]2C=CC=NN21
  -21	11
COCCN1Cc2cccc(C(=O)Nc3cccc(-c4nc5ccccc5[nH]4)c3)c2C1=O
  -3	86*
CCOc1ccccc1/C=C(\C#N)C(=O)Nc1cccc(C(=O)O)c1
  3	20
COc1cccc(-c2nn(-c3ccccc3)cc2C(=O)Nc2nccs2)c1
  -15	60
Cc1cccc(C(=O)NNC(=O)C2CCCO2)c1 (configuration not stated)
  -11	9
O=C(c1ccco1)N1CCN(S(=O)(=O)c2cccc(Cl)c2)CC1
  -11	19
CCOC(=O)CN1C(=O)N[C@@H](c2cccc(F)c2)C(C(=O)OC)=C1C
  -17	22
COc1cc2c(cc1OC)CN(c1ccc([N+](=O)[O-])cc1Cl)CC2
  -8	41
S=c1nc(-c2ccccc2Cl)[nH][nH]1
  -5	7
Cc1ccc(C(=O)NCCc2cccc(Cl)c2)cc1[N+](=O)[O-]
  -13	17
CC(=O)NCCCc1nc2ccccc2n1Cc1cc(C)ccc1C
  -28	6
CC(C)Oc1ccc(C2CNC(=O)C2)cc1 (configuration not stated)
  -18	10
CCCNC(=O)c1ccc(N2CCC3(CC2)CC(c2ccccc2)=NO3)c(NC(=O)c2cccc(OC)c2)c1
  -19	11
COc1cc(/C=N/NC(=O)c2nnn(-c3nonc3N)c2-c2cccs2)ccc1O
  -4	12
COc1ccc(-n2cnnc2SCc2cnc(-c3ccccc3)s2)cc1
  -14	9
CCNc1nc(NCC)nc(N/N=C/c2ccc(O)c(O)c2)n1
  3	25
COC(=O)c1ccc(NS(=O)(=O)c2cc(C)ccc2OC)cc1
  -17	14
COc1ccc(CNC(=O)C2CCN(c3nnc(N4CCCC4=O)s3)CC2)cc1
  -15	8
O=C(COC(=O)c1ccccn1)NNC(=O)c1ccc(Br)cc1
  -3	0
Cc1ccccc1-n1c(O)c(C=NC2CCS(=O)(=O)C2)c2ccccc2c1=O (configuration not stated)
  -17	13
N#CCSc1nccc(/C=C/c2ccccc2)n1
  -17	21
Cc1cccc(N2CCN(c3nnnn3-c3ccccc3)CC2C)c1 (configuration not stated)
  -32	14
CCCCCN(C(=O)NC(=O)Nc1cccc(C)c1C)S(C)(=O)=O
  -1	4
CCc1cc[n+](-c2nc([O-])sc2C=O)cc1
  -10	149*
COc1ccc(N2CCN(C(=O)CCNS(=O)(=O)c3ccc(C)cc3)CC2)cc1
  -19	22
O=C(NCc1cccs1)C(=O)NCC1OCCCN1S(=O)(=O)c1ccccc1 (configuration not stated)
  -7	15
Cc1ccc(-n2c(SCC(=O)N/N=C/C=C/c3ccccc3[N+](=O)[O-])nc3ccccc3c2=O)cc1
  -21	12
O=C(NCC1CCCO1)c1ccc(C(=O)NCC2CCCO2)cc1 (configuration not stated)
  -5	18
Cn1nnnc1SCC(=O)N1N=C(c2cccs2)CC1c1cccs1 (configuration not stated)
  -5	5
CCn1cc(Br)c(C(=O)Nc2ccc(F)c(Cl)c2)n1
  -22	19
COc1cc(OC)cc(-c2nnc(SCC(=O)NCc3cccs3)o2)c1
  -29	12
CCOc1ccc(S(=O)(=O)N2CCN(C(=O)CCC(=O)N3CCOCC3)CC2)cc1
  -5	15
O=C(c1ccc(Cl)cc1)N1CCN(c2cc(=O)[nH]nc2-c2ccccc2)CC1
  -29	18
CCc1ccc(-c2cc(C)no2)cc1S(=O)(=O)N1CCCN(Cc2ccc(F)cc2)C1
  -13	22
CCOC(=O)CC1C(=O)NCCN1S(=O)(=O)c1ccc(F)cc1 (configuration not stated)
  -13	1
O=C(c1ccc2c(c1)OCO2)N1CCN(c2ccccc2)CC1
  -11	30
CCOC(=O)CN1NC2(CCCCC2)NC1=S
  8	14
CSCc1c(C(=O)NCCc2ccccn2)oc2ccccc12
  -13	9
Cn1cccc1/C=C1\SC(=Nc2ccccc2)NC1=O
  -14	15
CC1CCCN(C(=O)CNC(=O)c2ccco2)C1 (configuration not stated)
  -19	36
Cc1n[nH]c(C)c1S(=O)(=O)N1CCC(C(=O)N2CCn3c2nc2ccccc23)CC1
  -2	16
CC(OC(=O)CCCN=C1NS(=O)(=O)c2ccccc21)C(=O)Nc1ccc(F)cc1Cl (configuration not stated)
  -4	25
O=S(=O)(Nc1ccccc1O)c1ccc(Cl)nc1
  7	6

# Other results
# Value order – OX1R antag-1	OX1R antag-2
CCOC(=O)c1ccc(CSC(=N)N)o1
  0	12
COc1ccc(NC(=O)CSc2nc(N)c3cc4c(nc3n2)CCCC4)c(OC)c1
  -6	6
O=C(COc1ccc(F)cc1Br)NCC1COc2ccccc2O1 (configuration not stated)
  6	8
O=C(NCCc1ccccc1)C1CC(=O)N(c2ccc3c(c2)OCCO3)C1 (configuration not stated)
  -15	9
Cn1c(=O)n(CC(=O)NCC2CCCO2)c(=O)c2c3c(sc21)COC(C)(C)C3 (configuration not stated)
  13	0
COc1ccccc1CNC(=O)CN1CCC(n2cnc3cc(F)ccc32)CC1
  -30	5
Cc1cccn2c(=O)c(C=NCCO)c(NCc3ccco3)nc12
  -20	18
Cc1c(NC(=O)CCSCCc2ccccn2)cccc1[N+](=O)[O-]
  -23	12
CCOc1ccc(C(=O)N2CCCC2C(=O)O)cc1 (configuration not stated)
  -1	-4
CCN1C(=O)[C@@H]2[C@H](C1=O)[C@@H]1C(=O)Nc3ccccc3C(=O)N1[C@@H]2c1cccc(Cl)c1
  -18	17
COc1ccc(C(=O)NCC(c2cccs2)N2CCc3ccccc32)cc1OC (configuration not stated)
  -21	38
COC(=O)c1ccc(/C=C/C(=O)c2cccc(OC)c2)cc1
  -27	9
CC(=O)N1C(C)(C)CC(=NOC(=O)c2ccccc2)CC1(C)C
  -14	0
Cc1ccc(CNC(=O)CS(=O)(=O)CC(=O)O)cc1
  -12	16
CCCSc1nnc(CSc2nc3ccccc3s2)n1-c1ccccc1
  -13	37
COCCCNC(=O)c1ccc2c(=O)n(Cc3ccc4c(c3)OCO4)c(=S)[nH]c2c1
  -5	1
CN(C)c1cccc(/C=C(\C#N)c2ccccc2)c1
  -23	18
CN(C)C(CNC(=O)C1CCCN(C(=O)c2ccc(Cl)cc2)C1)c1ccco1 (configuration not stated)
  -25	8
Cc1ccccc1C(=O)c1cccn1CC(=O)NCCCc1ccccc1
  -6	20
CCCCOC(=O)Nc1cc(C(=O)OC)ccc1C(=O)OC
  -3	2
NC(=O)c1oc2ccccc2c1NC(=O)CN1CCCCC1
  -18	7
COc1ccc(NC(=O)Nc2ccc3c(c2)C(=O)N([C@H](C)CO)C[C@H](C)[C@@H](CN(C)C(=O)Nc2ccc(OC)cc2)O3)cc1
  -4	8
Cc1ccc2nc(NCCC(=O)O)nc(-c3ccccc3)c2c1
  -13	13
O=S(=O)(c1cc(Cl)ccc1Cl)N1CC2CCCN2c2ccc(C(F)(F)F)cc21 (configuration not stated)
  -22	7
O=C(O)CCCn1cc(NC(=O)COc2ccc(F)cc2)cn1
  -10	5
O=C1S/C(=C\c2ccccn2)C(=O)N1Cc1ccccc1F
  2	20
O=C(Nc1ncc(Cc2ccccc2)s1)c1cccs1
  -16	24
COc1ccc(Cl)cc1NC(=O)C(C)Sc1nncn1C (configuration not stated)
  16	13
CC(=O)c1c(C)n([O-])c2cc(C)ccc2[n+]1=O
  -9	37
COc1ccc(NC(=S)N2CCC(c3ccccc3)C2)cc1 (configuration not stated)
  -28	-1
O=C(COC(=O)CNC(=O)c1cc(Cl)cc([N+](=O)[O-])c1)NC(=O)NCc1ccco1
  -5	26
Cc1cc(C)n(-c2nc3c(c(=O)[nH]c(=O)n3C)n2C(C)C)n1
  -17	20
Cc1ccc(NC(=O)CC(=O)Nc2ccc(C)cc2C)c(C)c1
  -27	2
O=C(CC1SC(=NCC2CCCO2)NC1=O)Nc1cccc2ccccc12 (configuration not stated)
  -3	11
O=C(Nc1cccc(C(F)(F)F)c1)C1CCCN(S(=O)(=O)c2cnc[nH]2)C1 (configuration not stated)
  7	7
C/C(=N\NC(=O)c1ccc(N)cc1)C1CC1
  -6	-3
CCN(C(=O)COC(=O)CNS(=O)(=O)c1ccc2ccccc2c1)C1CCCCC1
  -18	15
Cc1ccc2c(c1)c(N=NC(N)=S)c(O)n2Cc1ccccc1
  -6	20
CC(=O)Nc1ccc2c(c1)nc(CCNC(=O)c1ccccc1)n2C
  -14	3
Cc1cccc(C(=O)OC(C)CN2CCOCC2)c1 (configuration not stated)
  -3	23

# Remaining list, next part:
structure | OX1R antag-1 | OX1R antag-2
CCOC(=O)c1sc(NC(C)=O)c(C(=O)OCC)c1C | -19 | 18
CC1C/C(=N\NC(=O)CCc2ccc(S(=O)(=O)N3CCOCC3)cc2)CC(C)(C)C1 (configuration not stated) | -7 | 4
COc1ccc(CCNC(=O)COC(=O)c2cccn2C)cc1 | -9 | 15
CCn1c2ccccc2c2cc(NC(=O)COC(=O)c3ccccc3Br)ccc21 | -7 | 22
CCOc1ccc(-n2c(=O)c3sccc3n(Cc3cccc([N+](=O)[O-])c3)c2=O)cc1 | -14 | 28
Cc1ccc(N2C(=O)CC(C3CCCO3)C2=O)cc1 (configuration not stated) | 6 | -4
Cc1cccc(NC(=O)CS(=O)(=O)Cc2ccccc2)n1 | -9 | 8
Cc1cccc(-c2ncc(CN3CCCC(CO)(Cc4cccc(Cl)c4)C3)cn2)c1 (configuration not stated) | -29 | 39
CCn1cc(CN2CCC(C(=O)Nc3cccc(-c4cccc(Cl)c4)c3)CC2)c(C)n1 | -23 | 12
Cc1cc(=O)oc2cc(OCC(=O)OCC(=O)NC(=O)NC(C)C)ccc12 | -16 | 0
CN(C)C(=O)CSc1cccc2cccnc12 | 24 | 8
Cc1cc(C)c(Cn2c3ccccc3c3cnn(CC(=O)NCc4ccccn4)c(=O)c32)c(C)c1 | -22 | 7
COc1ccc2nc3oc(C(=O)NC4CCN(Cc5ccccc5)CC4)cc3cc2c1 | -6 | 15
COC(=O)CCCN1C(=O)c2cccc3cccc(c23)C1=O | -23 | 33
O=C(NCCCN1CCOCC1)c1ccc(CS(=O)(=O)c2cccc(C(F)(F)F)c2)o1 | -7 | 1
Cc1sc2ncnc(NC3CCN(Cc4ccccc4)CC3)c2c1C | -20 | 22
O=C(CCNS(=O)(=O)c1ccc(Br)s1)NCc1ccc(F)cc1 | -17 | 11
Cn1c(SCC2CCCO2)nnc1-c1ccncc1 (configuration not stated) | -6 | -8
COc1cc(/C=C/c2ccc3cccc(O)c3n2)cc(Br)c1OC | -4 | 10
CC(C)C(=O)NC(=S)N1CCc2ccccc21 | -14 | 2
COc1cc(NC(=O)c2ccno2)cc(C(=O)Nc2cccc(C(F)(F)F)c2)c1 | 15 | 18
